NPYLR7 agonist = agonists of mosquito NPYLR7 receptor, primary screen, cell-based, Aedes aegypti, calcium fluorescence, mosquito biting behavior; Aedes aegypti neuropeptide Y-like receptor 7 (NPYLR7); HEK293T NPYLR7/Galpha15, GCaMP6s calcium fluorescence; activation, % at 10 µM; 270,000 tested, 0.15% active; AID 1259423, 2018; in the data active = activation above about 40%;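 also: 0% = vehicle and 100% = reference agonist at the receptor; some compounds past the cut are filed as inactive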
mcGAS inh = cyclic GMP-AMP synthase inhibitors, mouse, primary biochemical chemiluminescence; inhibition, % at 12.5 µM; 160,000 tested, 0.15% active; AID 1259399, 2018; Q8C6L5; recombinant cGAS, Kinase-Glo ATP depletion luminescence;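 also: 0% = negative control wells and 100% = reference inhibitor with no enzyme activity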
hcGAS lum = Primary biochemical luminescence assay for human cyclic GMP-AMP synthase inhibitors; Q8N884; recombinant h-cGAS, ATP depletion, Kinase-Glo luminescence; inhibition, % at 12.5 µM; 290,000 tested, 0.081% active; AID 1259398, 2018;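 also: 0% = vehicle reaction and 100% = reaction without DNA for no activity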
Target sequence (Q8N884 whole entry, looked up): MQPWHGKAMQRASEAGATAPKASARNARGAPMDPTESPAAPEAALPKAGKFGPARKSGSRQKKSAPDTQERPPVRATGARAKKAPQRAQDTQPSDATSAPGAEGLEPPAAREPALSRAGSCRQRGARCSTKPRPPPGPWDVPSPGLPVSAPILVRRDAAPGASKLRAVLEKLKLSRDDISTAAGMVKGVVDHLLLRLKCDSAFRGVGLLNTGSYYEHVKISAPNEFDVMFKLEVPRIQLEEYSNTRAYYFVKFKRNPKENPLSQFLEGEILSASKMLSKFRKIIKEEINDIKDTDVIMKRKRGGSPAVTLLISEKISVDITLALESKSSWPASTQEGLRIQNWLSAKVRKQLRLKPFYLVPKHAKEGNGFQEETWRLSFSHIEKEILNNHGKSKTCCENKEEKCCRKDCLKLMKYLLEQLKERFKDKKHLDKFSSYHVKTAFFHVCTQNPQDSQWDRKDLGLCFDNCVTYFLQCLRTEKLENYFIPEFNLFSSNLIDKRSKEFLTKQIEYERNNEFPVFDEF
An asterisk follows results filed as active; . = not tested or not shown; & = joins results of further samples. Rule as the data show it, unless noted: active = inhibition above about 40%; inactive = the rest.

SMILES	NPYLR7 agonist	mcGAS inh	hcGAS lum
COc1ccccc1C(=O)N1CCSC1c1cccc(OCc2ccccc2)c1 (stereo not given)	7	-5	-4
C=CCNC(C(=O)Nc1cc(Cl)cc(Cl)c1)c1ccccc1 (stereo not given)	2	.	-7
Cc1ccc(CSc2ncc(CO)n2CC(=O)NCc2ccccc2)cc1	9	.	-6
COc1ccc(-c2n[nH]c(CC(C)C)n2)c(OC)n1	-2	.	0
CCCC(=O)OCC(O)CNC(c1nc(-c2cccc([N+](=O)[O-])c2)no1)C(C)C (stereo not given)	.	-10	-6
O=C(c1cc(S(=O)(=O)N2CCOCC2)ccc1Cl)N1CCCC(CO)C1 (stereo not given)	-2	.	-5
COc1ccc2c(c1)OCC(Cc1ccc(OC)c(OC)c1)C2=O (stereo not given)	.	-5	-4
O=S(=O)(NCc1ccc(F)cc1)c1ccc2c(c1)CCCC2	0	-5	-3
CC(C)(C)C(=O)Nc1cccc(NC(=O)c2ccc(N3CCOCC3)nc2)c1	-4	.	-6
CC(C)n1cc(C(=O)NCC2CCCCC2)c(=O)c(C(=O)N2CCc3ccccc3C2)c1	3	-12	-4
CCC1CCC2(CC1)NC(=O)N(CCC#N)C2=O (stereo not given)	4	.	-5
CC(=O)NCCC1CCN(c2nncc(-c3ccc(Cl)cc3)n2)CC1	-5	-4	-11
CC(C)NCC(O)COc1ccc(CCOCC2CC2)cc1 (stereo not given)	1&-6&-3&11	-3	-5&-4&-2&-3
CCOc1ccc(Br)cc1S(=O)(=O)NC1CC(C)(C)NC(C)(C)C1	-1	.	2
O=C([C@H]1C[C@@H](O)[C@H](O)[C@@H]2N=C(Nc3ccc4c(c3)OCO4)S[C@@H]21)N1CCOCC1	-6	-6	-5
CC(C)NC(=O)C1(C)CCN1C(=O)c1ccc(C(C)(C)C)cc1 (stereo not given)	11	-5	-11
CCNC(=S)N(Cc1ccc(OC)c(OCc2nc(CO)cs2)c1)C1CC1	21	-7	-7
Cc1cc(-n2ccnc(SCC(=O)Nc3ccccc3)c2=O)ccc1Br	9	5	0
COCn1c2c(c3ccccc31)/C(=N/O)CCC21SCCS1	8	.	-3
CCN(Cc1nc2ncc(Br)cc2[nH]1)CC(F)(F)F	-1	-14	-4

Quoted from the listing (17 entries):
SMILES	NPYLR7 agonist	mcGAS inh	hcGAS lum
COc1ccccc1C(=O)N1CCSC1c1cccc(OCc2ccccc2)c1 (stereo not given)	7	-5	-4
C=CCNC(C(=O)Nc1cc(Cl)cc(Cl)c1)c1ccccc1 (stereo not given)	2	.	-7
Cc1ccc(CSc2ncc(CO)n2CC(=O)NCc2ccccc2)cc1	9	.	-6
COc1ccc(-c2n[nH]c(CC(C)C)n2)c(OC)n1	-2	.	0
CCCC(=O)OCC(O)CNC(c1nc(-c2cccc([N+](=O)[O-])c2)no1)C(C)C (stereo not given)	.	-10	-6
O=C(c1cc(S(=O)(=O)N2CCOCC2)ccc1Cl)N1CCCC(CO)C1 (stereo not given)	-2	.	-5
COc1ccc2c(c1)OCC(Cc1ccc(OC)c(OC)c1)C2=O (stereo not given)	.	-5	-4
O=S(=O)(NCc1ccc(F)cc1)c1ccc2c(c1)CCCC2	0	-5	-3
CC(C)(C)C(=O)Nc1cccc(NC(=O)c2ccc(N3CCOCC3)nc2)c1	-4	.	-6
CC(C)n1cc(C(=O)NCC2CCCCC2)c(=O)c(C(=O)N2CCc3ccccc3C2)c1	3	-12	-4
CCC1CCC2(CC1)NC(=O)N(CCC#N)C2=O (stereo not given)	4	.	-5
CC(=O)NCCC1CCN(c2nncc(-c3ccc(Cl)cc3)n2)CC1	-5	-4	-11
CC(C)NCC(O)COc1ccc(CCOCC2CC2)cc1 (stereo not given)	1&-6&-3&11	-3	-5&-4&-2&-3
CCOc1ccc(Br)cc1S(=O)(=O)NC1CC(C)(C)NC(C)(C)C1	-1	.	2
O=C([C@H]1C[C@@H](O)[C@H](O)[C@@H]2N=C(Nc3ccc4c(c3)OCO4)S[C@@H]21)N1CCOCC1	-6	-6	-5
CC(C)NC(=O)C1(C)CCN1C(=O)c1ccc(C(C)(C)C)cc1 (stereo not given)	11	-5	-11
CCNC(=S)N(Cc1ccc(OC)c(OCc2nc(CO)cs2)c1)C1CC1	21	-7	-7

(more compounds)
SMILES	NPYLR7 agonist	mcGAS inh	hcGAS lum
COc1cccc(COC2CN(Cc3ccccn3)C(=O)CN(C(=O)c3cncs3)C2)c1 (stereo not given)	12	-14	-2
CC(C)c1nncn1CCNC(=O)C(c1cc(Cl)cc(Cl)c1)N(C)C (stereo not given)	-5	.	-3
CN(CCCC(=O)n1cnc2ccccc21)S(=O)(=O)c1ccc2c(c1)C(=O)c1ccccc1C2=O	6	.	-2
O=[N+]([O-])c1cc(S(=O)(=O)C(F)(F)F)ccc1N1CCN(c2ccccn2)CC1	4	.	-2
CSc1ccc(CN(C)Cc2nc3ccc(Cl)cc3c(=O)[nH]2)cc1	1	.	-7
Fc1ccc(-c2noc3c2CN(Cc2cccn2-c2nccs2)CC3)cc1F	.	-8	-6
C=CCOc1c(OC)ccc2c1CN(CC1CC1)C(=O)CCN2CC(O)COC(C)(C)C (stereo not given)	3	2	3
CCCc1cnc(C)nc1N1CC[C@@H](N)[C@@H](OC)C1	1	1	-4
O=C(NCCc1nc2c(s1)CCCC2)c1cn(-c2ccccc2)nn1	-1	-9	-7
COCCCNS(=O)(=O)c1cc(Br)sc1C	4	.	-8
Cc1nn(C)c2ncc(C(=O)NCc3ccc(-c4ncc(-c5ccc(N6CCOCC6)cc5)[nH]4)cc3)c(Cl)c12	-1	-7	-7
Cc1cn2c3c(=O)n(CCN4CCCCC4)c(=O)n(C)c3nc2n1C1CCCC1	13	.	-12
COc1cccc(OCC(=O)N2CC[C@@]3(O)CCCC[C@H]3C2)c1	12	.	-9
Cc1ccc(C)c(N=Nc2c(C)[nH]c3ccccc23)c1	4	.	-5
CCN(C(=O)c1sc2cccc(F)c2c1C)C1CCS(=O)(=O)C1 (stereo not given)	6	-7	-13
COc1ccc(-c2c3c(=O)n(C)c(=O)n(C)c3c3c(COc4ccccc4)nc4ccccc4n23)cc1	-14	.	-7
Cn1nnnc1SCCNC(=O)C1(C)CCCCO1 (stereo not given)	17	.	-5
CCOc1ccc(-c2nnc(SCC(=O)c3ccccc3F)o2)cc1	9	.	-8
Cc1ccc(NC(=O)N2CCC3(CC2)SCCN3C(=O)CC(C)C)c(C)c1	14	-3	-5
O=C(O)C1C2C=CC3(CN(c4ccccc4)C(=O)C13)O2 (stereo not given)	-1&7	.	0&0

Just hcGAS lum (2 entries from above):
canonical_smiles	hcGAS lum
COc1cccc(OCC(=O)N2CC[C@@]3(O)CCCC[C@H]3C2)c1	-9
Cc1ccc(C)c(N=Nc2c(C)[nH]c3ccccc23)c1	-5

Carrying on:
SMILES	NPYLR7 agonist	mcGAS inh	hcGAS lum
CC(=O)N(CCC(=O)Nc1cccc2cn[nH]c12)Cc1ccccc1	0	-13	-9
CC1CCCCN1Cc1nc2c(c(=O)n(C)c(=O)n2C)n1Cc1c(Cl)cccc1Cl (stereo not given)	24	.	-5
O=C(NCC1CCN(Cc2ccc3nonc3c2)C1)C1CCCCC1 (stereo not given)	8	-16	-5
CC1CN(C(c2ccc(F)cc2)C2Sc3ncnn3C2=O)CC(C)O1 (stereo not given)	1	-7	-7
CCCCc1ccc(-n2c(C)c(C)n3c4c(=O)n(CCOC)c(=O)n(C)c4nc23)cc1	16	-1	0
Cc1ccc(C(=O)Nc2ccc(N3CCN(C(=O)NCC4CCCCC4)CC3)nc2)cc1	16	-6	-3
COc1ccc(OC)c(C2c3[nH]c4ccccc4c3CCN2C(=O)c2cccc(SC(F)F)c2)c1 (stereo not given)	1	-3	-5
O=c1c2c3c(sc2ncn1CC(O)COc1cc(Cl)ccc1Cl)CCCC3 (stereo not given)	-6	-2	2
COC(=O)NC1CCN(c2ccccc2C(=O)NCc2ccc3c(c2)OCO3)CC1	1	-6	-6
Cc1c(Cl)cccc1NC(=O)CC(NCCC1=CCCCC1)C(=O)O (stereo not given)	1	.	-8
COCCNC(=O)CCCn1nc(-c2ccc(F)cc2)ccc1=O	7	-11	-8
CC(=O)Nc1ccc(CN2CCC(CNS(C)(=O)=O)C2)cc1 (stereo not given)	.	-17	-2
COCCNC(=O)C(c1cccc(C)c1)N(C)C (stereo not given)	4	.	-5
NC1=NC(c2ccccc2)=NC1(NC(=O)c1ccccc1)C(Cl)Cl (stereo not given)	-19	.	-5
CCCN(Cn1nc(-c2ccc(OC)cc2)n(CC)c1=S)C1CCS(=O)(=O)C1 (stereo not given)	-2	.	8
O=C(N=C1N=C2C=CC=CN2Cc2ccccc21)C12CC3CC(CC(C3)C1)C2	1	-4	-5
CCOC(=O)CCC(=O)Nc1c(C(=O)Nc2ccc(C)c(C)c2)oc2ccccc12	-2	.	-4
CC(C)N(C)Cc1nnnn1CC(=O)NCC1(C)COC1	.	-8	-15
CCc1cc(C(C)NS(=O)(=O)NCc2ccccc2)on1 (stereo not given)	4	.	-6
CC(C)c1cc(CNC(=O)c2ccc(=O)n(-c3ccccc3)n2)on1	9	.	-10
C=CCN(CC(=O)N1CCc2sccc2C1COc1ccc(C)cc1C)C(=O)c1cccc(OC)c1 (stereo not given)	-3	-7	-7
O=C(NC(CO)C(O)c1ccc([N+](=O)[O-])cc1)C(Cl)Cl (stereo not given)	2	.	-5
CCCC(=O)N1CCC1(C)C(=O)NS(=O)(=O)c1cc(C)ccc1F (stereo not given)	0	.	-5
Cc1ccccc1-c1nn(-c2ccc(F)cc2F)cc1CN(C)Cc1nccs1	16	-9	-4
COCCN1C(=O)C2(SCCN2C(=O)Nc2cccc(F)c2)c2ccccc21 (stereo not given)	-4	-3	6
Cc1cccn2c(CNC(=O)c3ccc(Cn4cccn4)o3)cnc12	-6	.	-7
COc1ccc(OC)c(NC(=O)CSc2ccc(-c3sc(-c4cccs4)nc3C)nn2)c1	6	-7	-3
CCN(CC)c1ccc(NC(=O)c2sc3nc(-c4ccccc4)cn3c2C)c(C)c1	-5	-5	-2
COc1ccc(S(=O)(=O)N2CCN(c3ncccc3C(=O)NCCc3ccc(OC)c(OC)c3)CC2)c(OC)c1	9	-5	-5
COc1ccc(CCC2CCCN(C(=O)CN3CCCN(C)CC3)C2)cc1 (stereo not given)	1	-8	-3
COCc1ccccc1CNC(=O)N1CCN(c2ccccc2Cl)CC1	-4	.	-3
Cc1occc1C(=O)N1CCc2[nH]nc(C(=O)N3CCN(C(C)C)CC3)c2C1	.	-3	-2
CC(C)(C)c1ccc(Nc2ccc(S(C)(=O)=O)cc2S(C)(=O)=O)cc1	-4	.	-7
CCOC(=O)c1nc2cc(Cl)c(Cl)cc2nc1N1CCCN(C(=O)c2ccccc2C)CC1	4	-6	-6
CCCc1cnc2c(c1SCC(=O)NCC(=O)OCC)c(=O)n(C)c(=O)n2C	5	-9	-8
CC(C)(CNC(=O)C1CCN(c2ccc3nnc(C(F)(F)F)n3n2)CC1)N1CCCCC1	-1	.	-10
CCn1nnc2c(NCc3ccccc3)ncnc21	15	.	-6
Cc1noc(CN(C)C(=O)CCn2cnc3ccccc32)n1	.	4	4
COc1ccc(N(C)CC(=O)Nc2cc(C)no2)cc1OC	-5	.	-9
CN1C[C@H](NC(=O)Cn2cnc3ccccc3c2=O)C[C@H]1CO	7	.	-6

As entered above:
hcGAS lum result of `CC(C)(C)c1ccc(Nc2ccc(S(C)(=O)=O)cc2S(C)(=O)=O)cc1` = -7
hcGAS lum result of `COCCN1C(=O)C2(SCCN2C(=O)Nc2cccc(F)c2)c2ccccc21` (stereo not given) = 6
hcGAS lum result of `CCn1nnc2c(NCc3ccccc3)ncnc21` = -6
NPYLR7 agonist result of `CCOC(=O)c1nc2cc(Cl)c(Cl)cc2nc1N1CCCN(C(=O)c2ccccc2C)CC1` = 4

(cont.)
SMILES	NPYLR7 agonist	mcGAS inh	hcGAS lum
CCOc1ncccc1CN1CCC(C(=O)Nc2ccc(C(C)C)cc2)CC1	4	-4	-7
CCOC(=O)c1nn(-c2ccccc2Cl)c(=O)cc1OCC(=O)Nc1cccc(F)c1	14	.	-5
CS(=O)(=O)Cc1nc2ccccc2n2c(=O)c(-c3ccccc3)nnc12	-4	.	0
CC(C)(C)c1cc(C(=O)O)c(C(C)(C)C)s1	-7	.	-6
CCCCCCc1cc2cc(-c3nnc(Nc4ccc(C)cc4)s3)c(=O)oc2cc1O	21	-7	-3
c1cnc(-c2nc(CN3CCCC(c4ccncn4)C3)cs2)nc1 (stereo not given)	-1	.	-5
O=c1[nH]nc(Cc2c[nH]c3ccccc23)n1C1CCCC1	6	-17	-5
COC(=O)c1cccc(S(=O)(=O)NCc2ccc(N3CCCC3)nc2)c1	-3	.	0
Cc1nc(NC(=O)NC23CC4CC(C2)CC(C(C)C)(C4)C3)nn1C	2	.	-13
O=C(NCc1ccc2c(c1)OCO2)c1csc(COc2cccc(C(F)(F)F)c2)n1	-8	-8	-4
Cc1cc(C(=O)N2CCC(CN(C)C(C)C)CC2)c(C)n1C1CC1	2	.	-2
CCc1cccc2c(N3CCCC(O)C3)c(C#N)cnc12 (stereo not given)	14	.	-9
Fc1cnc(-c2ccc(-c3ccn[nH]3)cc2)nc1N1CCOCC1	1	.	-1
CCN(CC)c1ccc(C=NNC(=O)CCC2C(=O)NN=C2C)cc1 (stereo not given)	6	.	-5
CCOc1cc2c(cc1OCC)C(C1CC=CCC1)NCC2 (stereo not given)	-1	.	-8
CCOC(=O)c1cc(-c2ccc(N3CCN(C(=O)c4c(F)cc(OC)cc4F)CC3)cc2)n(-c2cccc(F)c2)n1	22	-3	-2
O=C(Nc1ccc(O)cc1)c1cc(S(=O)(=O)N2CCOCC2)ccc1Cl	1	-6	-3
Cc1sc2nc(-c3cccs3)nc(N3CCN(c4ncccn4)CC3)c2c1C	9	-7	-5
COc1ccc(-n2nnc3c(SCC(=O)N4CCC(C)CC4)ncnc32)cc1	4	-5	-4

Assay outcomes (PubChem)
